# Compound activity: PubChem, several laboratories
# Platelet DG rel = platelet dense granule release activity | AID 1663 | 300,000 compounds, 0.22% hits | human platelet-rich plasma, SFLLRN dense granule ATP release, luminescence | inhibition, %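 (compounds screened at 7.5 µM in platelet-rich plasma)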;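 active = mean replicate score, as percent of positive control, at or above 50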
# HSF1 activator = increases HSF-1 driven luciferase reporter signal. activation, % at 9 µM. NIH3T3-HGL HSF-1 luciferase reporter, MG132, 8 h; 100% = twice DMSO control signal. 300,000 compounds, 1.7% hits. AID 504408;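 active = mean replicate activation of at least 50% with a set share of replicates each reaching 50%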;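 note: 0% = median of the neutral control wells and 100% = twice that signal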
# HIF activator = HIF pathway transcriptional activation; 300,000 compounds, 0.32% hits; AID 1910; activation, % at 7.5 µM (by protocol); U2OS HRE-luciferase reporter, luminescence; normalized: DMSO 0%, desferrioxamine 100%;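 active = mean activation of at least 10% of the iron chelator positive control signal, with at least half of replicates also reaching 10%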
# aSyn UTR inh = MLPCN primary screen, SNCA 5' untranslated region; alpha-synuclein 5'UTR reporter, inhibitor activity; inhibition, % (tested at 7.5 µM); 300,000 compounds, 0.82% hits; in the data active = inhibition above about 60%;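 note: H4 neuroglioblastoma cells stably carrying SNCA 5'UTR luciferase fusion; 0% = DMSO wells and 100% = positive control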
# KLF5 inhibitor = inhibitors of KLF5 expression | DLD-1 KLF5 promoter-luciferase reporter, luminescence | inhibition, % at 5 µM | 290,000 compounds, 0.23% hits;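 active = inhibition above a per-plate limit of that plate's mean compound inhibition plus 3 SD, cut at about 60% in these data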;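 note: 0% = DMSO wells and 100% = LY294002 at 200 µM; higher means less KLF5 promoter-driven luciferase light; inactives centre near -14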
# SKKanGAS inh = inhibitors of SKKanGAS S. pyogenes growth in kanamycin (SK-promoter or general growth effect). 300,000 compounds, 1.3% hits. inhibition, % at 7.5 µM. BacTiter-Glo, 6 h. AID 1662;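 active = mean replicate score, as percent of positive control median, at least 50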;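 note: strain carries kanamycin resistance gene driven by streptokinase promoter and grows in 40 µg/ml kanamycin; loss of luminescence reflects streptokinase promoter inhibition or plain growth inhibition; 0% = median of DMSO wells and 100% = positive control at its reference dose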
# AI-2 QS modul = modulates the Vibrio harveyi AI-2 quorum sensing system | Vibrio harveyi JMH597 AI-2 luminescence/OD600 ratio, 9 h; stronger effect = lower value; strain lacks LuxN and CqsS sensors; 0 = neutral-control median | activity change, % at 7.5 µM | 300,000 compounds, 0.4% hits; in the data active = activity change below about -75%, passing the limit was not always enough;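 note: luminescence divided by OD600 gain over 9 h not by final OD600 alone; inactives centre near 13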
# IEC-6 tox = IEC-6 cytotoxicity, counter-screen for KLF5 inhibitors | luminescence viability | inhibition, % at 5 µM | 290,000 compounds, 0.78% hits | AID 1825; in the data active = inhibition above about 22%;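 note: 0% = plate median of test compound wells and 100% = cytotoxic reference compound wells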
# HSF1 inhib = HSF1 inhibition; 300,000 compounds, 0.77% hits; NIH3T3-HGL HSE-luciferase, MG132-induced, luminescence 8 h; stronger effect = lower value; activity change, negative = inhibition, % at 7.5 µM (by protocol); AID 2098;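 active = more than half of replicate wells show activity change below -50%, luminescence cut by over half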;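 note: luciferase reports HSF-1 transcriptional activity via heat shock element; 0% = median of DMSO wells and -100% = zero luminescence signal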
# HSP90 inh = HSP90 refolding inhibition in rabbit reticulocyte lysate. luciferase refolding luminescence, 3 h. inhibition, % at 5.6 µM. 290,000 compounds, 0.91% hits. AID 1789;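 active = inhibition above the screen-wide mean plus 3 SD, computed separately per campaign, cut at about 16% in these data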;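 note: 0% = DMSO wells and 100% = 60 µM geldanamycin wells; inhibitors lower the luminescence because luciferase stays unfolded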
# Active calls of the source: *; · = not tested or not shown.
SMILES,Platelet DG rel,HSF1 activator,HIF activator,aSyn UTR inh,KLF5 inhibitor,SKKanGAS inh,AI-2 QS modul,IEC-6 tox,HSF1 inhib,HSP90 inh
O=S(=O)(c1ccccc1)N1N=C(c2ccccc2)CC1c1ccccc1F (configuration not stated),-2,-5,0.1,-1,-12,10,15,6,-5,13
Cc1cccc(N2CCN(C(=O)CCCCCn3c(=S)[nH]c4ccc(N5CCOCC5)cc4c3=O)CC2)c1C,2,-4,-0.5,16,-11,32,28,-1,-8,3
Cc1cc(C)n(CC(O)CN2c3ccccc3Sc3ccccc32)n1 (configuration not stated),7,-8,0.0,12,-35,38,10,-2,1,-4
Cc1ccc(CCNC(=O)c2nnc(CS(=O)(=O)c3ccccc3)o2)cc1,0,-1,-0.2,12,-12,-5,14,-7,-1,1
CC(C)(C)C(=O)Cn1c(NCCCO)nc2ccccc21,-1,-6,-0.3,-13,4,0,16,0,-10,-1
COc1ccccc1CC(=O)N1CCOCC1,-7,10,-0.4,-8,5,-4,13,-1,3,-2
COc1ccc2c(c1)cc1n2CCN=C1NCCO,3,10,0.1,-3,-30,4,8,6,-4,3
COc1ccccc1NC(=O)Cn1nnc(-c2ccccc2NC(=O)c2cnccn2)n1,-11,17,-0.2,8,-45,2,8,-2,-3,-4
CCc1cc2c(COC(=O)c3c(C)noc3C)cc(=O)oc2cc1O,-11,-5,-0.1,-10,-12,10,16,-1,-1,0
CCCc1cc(=O)n2nc(N3CCC(C(=O)Nc4c(F)c(F)c(F)c(F)c4F)CC3)sc2n1,-11,-8,0.2,-13,-7,-1,7,4,0,1
CC1CC2c3cccc(C(=O)O)c3C(=O)N2c2ccc(Cl)cc21 (configuration not stated),-3,12,0.5,31,-37,12,4,1,-4,-3
CC(C)(CO)NC(=O)C(c1ccccc1)c1ccccc1,-1,4,0.4,-3,-3,19,7,0,-6,0
Cc1ccc(C(O)(C(=O)NNS(=O)(=O)c2ccc(C)cc2)c2ccc(C)cc2)cc1,-4,6,-0.7,-7,-14,10,9,-2,3,-3
CCCCSCc1ccc(C(=O)O)o1,-2,3,0.5,-3,19,0,40,1,-9,7
O=C(Nc1ccc(Oc2cccnc2)cc1)C1CCN(Cc2cc(Cl)ccc2O)CC1,-4,-6,-0.7,17,-49,0,5,-3,3,2
NC(=O)c1ccc(NC(=O)c2cncn2-c2ccccc2)cc1,-32,2,0.1,6,-28,0,5,5,6,-2
O=C(C1CCN(S(=O)(=O)c2cccnc2)CC1)N1CCN(c2ccc(Cl)cc2)CC1,8,-9,-0.3,18,-3,-11,23,-2,5,1
c1ccc(COc2ccc(CNn3cnnc3)cc2)cc1,10,14,·,-45,-18,-9,3,-1,4,5
CC1CCN(C(=O)COC(=O)Cn2cnc3c2c(=O)n(C)c(=O)n3C)CC1,0,-15,-1.7,7,·,-11,2,·,2,·
CN(C(=S)Nc1ccc(Oc2ccccc2)cc1)c1ccc(O)cc1,-12,-9,-1.4,12,-41,-3,1,0,6,4

# A second format for part of the listing above.
# Values run as follows: Platelet DG rel | HSF1 activator | HIF activator | aSyn UTR inh | KLF5 inhibitor | SKKanGAS inh | AI-2 QS modul | IEC-6 tox | HSF1 inhib | HSP90 inh
- CN(C(=S)Nc1ccc(Oc2ccccc2)cc1)c1ccc(O)cc1
    -12 | -9 | -1.4 | 12 | -41 | -3 | 1 | 0 | 6 | 4
- O=C(Nc1ccc(Oc2cccnc2)cc1)C1CCN(Cc2cc(Cl)ccc2O)CC1
    -4 | -6 | -0.7 | 17 | -49 | 0 | 5 | -3 | 3 | 2
- CC1CCN(C(=O)COC(=O)Cn2cnc3c2c(=O)n(C)c(=O)n3C)CC1
    0 | -15 | -1.7 | 7 | · | -11 | 2 | · | 2 | ·
- CCCCSCc1ccc(C(=O)O)o1
    -2 | 3 | 0.5 | -3 | 19 | 0 | 40 | 1 | -9 | 7

# More records:
SMILES,Platelet DG rel,HSF1 activator,HIF activator,aSyn UTR inh,KLF5 inhibitor,SKKanGAS inh,AI-2 QS modul,IEC-6 tox,HSF1 inhib,HSP90 inh
CCO[C@@H]1OC(C(=O)N2CCOCC2)=C[C@H](c2ccc(C(F)(F)F)cc2)[C@H]1CCCO,6,-10,1.9,9,8,1,3,-2,12,10
COCCSc1ccccc1C(=O)Nc1ccc([N+](=O)[O-])cc1OC,-1,26,0.3,-4,-23,20,9,-3,5,-3
O=C(CCC(=O)c1cccs1)OCC(=O)N1CCN(C(=O)c2ccco2)CC1,-2,-30,-0.3,-7,-5,-1,21,-3,-21,0
CCOC(=O)c1c(C)[nH]c(C)c1S(=O)(=O)NCC1CCN(Cc2ccccc2OC)CC1,18,9,0.3,19,-24,2,18,17,-5,-2
O=C1C(=O)N(CNc2cccnc2)c2ccccc21,-10,10,0.2,-32,-34,-5,33,-1,-1,-2
c1ccc(C2CNCc3c2ccc2ccccc32)cc1 (configuration not stated),18,14,-0.8,27,-18,-3,16,1,2,1
CCCCNc1nnc(SCC(=O)c2c[nH]c3ccccc23)s1,6,-9,0.3,-17,-20,23,19,1,3,0
Cn1c(=O)c(Oc2cc(Cl)cc(Cl)c2)nc2ccccc21,12,6,-0.2,-41,18,1,34,0,4,0
CCc1nc(Nc2cccc(OC)c2)c2oc3ccccc3c2n1,-1,-6,-3.9,22,-22,3,10,1,5,-4
COc1ccc(NS(=O)(=O)c2cc(NC(=O)CNC(=O)c3ccc(C)s3)ccc2Cl)cc1,2,35,-0.8,17,-16,7,41,0,30,1
Nc1nnc(SCCN2C(=O)c3ccccc3S2(=O)=O)s1,0,13,-0.4,0,-21,0,12,3,-1,5
CC(=O)Nc1cc2cc(NS(=O)(=O)c3ccc(C)cc3)ccc2oc1=O,3,8,0.0,21,-25,-2,-2,0,2,0
CN(C)c1ccc(/C=C/c2nc3ccccc3c(=O)n2-c2ccc(C(=O)O)cc2)cc1,2,-22,-0.3,3,-11,32,0,1,-4,0
O=C(COC(=O)c1cc(S(=O)(=O)N2CCCC2)ccc1O)Nc1ccc(S(=O)(=O)N2CCOCC2)cc1,-2,-5,1.7,-4,-4,-1,18,3,1,1
CCCOC1CCCN(C(=O)CCc2nnc(-c3ccc4c(c3)OCO4)o2)C1 (configuration not stated),9,30,2.1,-73,-86,-1,47,-3,16,-6
CC1(C)ON(C2CCCCC2)[C@H]2c3nc4ccccc4n3C[C@H]21,-3,0,-0.1,8,-35,-5,12,0,-1,4
Fc1ccc(C(c2nnnn2C2CCCC2)N(Cc2ccco2)CC2CCCO2)cc1 (configuration not stated),-6,4,-0.3,7,-3,-4,15,-2,6,1
CC1(C)Cn2c(nc(=O)c3c2NCN(CCc2ccccc2)C3)S1,14,-2,0.5,-7,-20,-2,-1,0,-2,4
O=S(=O)(/N=C(\c1ccccc1)N1CCOCC1)c1ccc(Cl)cc1,-3,-8,0.0,2,6,-1,2,-1,-18,2
CC(=O)NC(CC(=O)N(Cc1ccccc1)c1ccc(C)cc1)c1ccccc1 (configuration not stated),-2,45,0.5,-39,-6,-2,0,6,17,2
COc1ccc(CNC(=O)COC(=O)c2c(-c3c(F)cccc3Cl)noc2C)cc1OC,-1,17,-0.1,16,2,-5,·,2,12,2
CC1=CN2C(=N)/C(=C/c3ccc(C)o3)C(=O)N=C2S1,-8,48,0.6,-80,-108,-8,20,2,28,-2
CCC1CCCCN1S(=O)(=O)c1ccc(C(=O)N(CCCN(C)C)c2nc3cc4c(cc3s2)OCO4)cc1 (configuration not stated),2,-36,-0.6,6,-20,1,1,8,-24,2
COc1ccc(NS(=O)(=O)c2ccc(NC(=S)NC(=O)c3ccc(Br)cc3)cc2)nn1,-3,3,-0.3,10,13,11,34,1,-8,5
COc1ccc(OC)c(/C=C/C(=O)Oc2ccc(C(C)=O)cc2)c1,-7,4,-1.1,3,-16,-2,14,2,5,-1
CCC(C)(C(=O)NC1CCCCC1)N(Cc1ccco1)C(=O)CC1NC(=O)NC1=O (configuration not stated),-3,-8,-0.2,21,-5,-3,2,-1,-7,6
O=[N+]([O-])c1cc2c(c(CSc3nnc4ccccn34)c1)OCOC2,10,24,-0.4,-7,-17,4,23,1,-3,-6
CCc1cc2cc(C(=O)N3CCN(c4ccccc4)CC3)sc2s1,0,10,0.2,-15,10,3,6,8,6,2
O=C(NC(=S)Nc1ccccc1N1CCOCC1)c1cccs1,-5,-6,0.2,-47,5,6,10,6,0,3
CCCc1nc2oc3c(OCC)ncnc3c2c2c1COC(C)(C)C2,0,·,·,·,-7,1,17,3,·,3
COc1ccc(N(CC(=O)NCCC2=CCCCC2)S(C)(=O)=O)cc1OC,9,-7,-0.1,17,-7,-5,25,-4,-4,2
O=C(Nc1cccc(NC(=O)c2ccccc2[N+](=O)[O-])c1)c1ccccc1Cl,0,7,0.4,8,-24,2,-1,8,-6,2
COC(=O)c1ccccc1NC(=O)COC(=O)C1CCCCC1,-8,1,-0.2,3,-14,-17,-6,-5,-5,1
Cc1ccccc1NC(=O)CN1C(=O)N/C(=C\c2ccccc2OCc2ccc(C(=O)O)cc2)C1=O,-5,-6,0.6,22,-9,20,19,-4,-9,-3
Cn1c(CCNC(=O)c2ccco2)nc2cc(NS(=O)(=O)c3ccccc3)ccc21,-6,-3,-0.4,7,-15,3,13,1,-2,-2
CCn1c(=NC(=O)C2COc3ccccc3O2)sc2c(C)ccc(OC)c21 (configuration not stated),-2,-15,0.2,0,-27,3,20,3,2,2
Cc1ccc(C(=O)N/N=C\c2ccc3c(c2)OCO3)cn1,-37,-7,0.1,-10,-7,-4,20,-6,-4,-4
CCNC(=O)OCC12CC3CC(CC(C3)C1)C2,5,-1,0.8,21,-33,5,21,-2,-2,-2
CC1(C)Cc2c(C#N)c(NCCCO)nc(-c3ccccc3)c2CO1,26,26,-0.1,12,18,-2,16,-2,2,1
O=C(COc1ccc2ccccc2c1Br)NC(=S)Nc1cccc(CO)c1,1,4,2.5,-66,-15,0,31,-4,5,0
COc1ccc(C(=O)N/N=C(/C)c2cccc(NC(=O)c3ccncc3)c2)cc1OC,9,-7,-0.4,10,-1,-3,27,4,-4,-5
COCCNC(=O)c1ccccc1NS(=O)(=O)c1ccc(C)c([N+](=O)[O-])c1,3,2,0.1,17,-3,1,-4,7,-11,1
CCCN(CCC)C(=O)c1c(C)[nH]c(C(=O)OCC)c1C,3,4,0.1,-1,-20,-1,20,8,-5,4
COc1ccccc1N1CCN(C2CC(=O)N(c3ccc(F)cc3)C2=O)CC1 (configuration not stated),-2,12,-0.7,12,9,-3,11,14,1,10
Cn1c(CCNC(=O)c2ccccc2F)nnc1SCc1nc2ccccc2c(=O)[nH]1,1,19,-0.2,24,-33,-2,12,-2,9,1
CC1(C)Cc2ccccc2C(CSc2ccccc2C(=O)O)=N1,-6,-2,-0.5,-13,-7,2,13,-1,-3,0
CCc1cc2cc3c(cc2nc1SCC(=O)Nc1cc(C)on1)OCO3,0,-10,0.1,-11,-3,1,7,7,-1,2
O=C(O)c1ccc(Nc2c3ccccc3nc3ccccc23)cc1,9,-23,2.4,-52,8,2,17,5,-13,-1
C1CCCCCC(NCCN2CCNCC2)CCCCC1,-38,-7,-0.5,-49,-32,4,13,9,-6,-1
O=C(N/N=C\c1ccc([N+](=O)[O-])o1)c1cncc(Br)c1,2,23,0.4,-51,-8,5,-41,-12,14,-1
CC(C)CCN1CCN(C/C=C/c2ccco2)CC1CCO (configuration not stated),4,1,-0.2,19,-22,0,5,-1,1,-4
Cc1cc(C)n2nc(S(=O)(=O)NC(C)(C)C)nc2n1,2,-13,-0.2,-4,-29,-3,22,-5,-5,-5
